Screens as filed in PubChem BioAssay.
CYP2C19 activ: increases human CYP2C19 enzyme activity. recombinant CYP2C19, luciferin-H EGE luminescence; hits give high values; 0 = fully inhibited enzyme, 1 = untreated enzyme. P33261. 96,000 tested, under 10 active. activation factor at 5 µM;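 active = activation factor of at least 2 at 5 µM in the primary screen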;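 also: 0 = wells with 2.5 mM tranylcypromine and 1 = vehicle-only wells; values of inactives mirror those of a sister screen read the other way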
Target sequence (P33261 whole entry, looked up): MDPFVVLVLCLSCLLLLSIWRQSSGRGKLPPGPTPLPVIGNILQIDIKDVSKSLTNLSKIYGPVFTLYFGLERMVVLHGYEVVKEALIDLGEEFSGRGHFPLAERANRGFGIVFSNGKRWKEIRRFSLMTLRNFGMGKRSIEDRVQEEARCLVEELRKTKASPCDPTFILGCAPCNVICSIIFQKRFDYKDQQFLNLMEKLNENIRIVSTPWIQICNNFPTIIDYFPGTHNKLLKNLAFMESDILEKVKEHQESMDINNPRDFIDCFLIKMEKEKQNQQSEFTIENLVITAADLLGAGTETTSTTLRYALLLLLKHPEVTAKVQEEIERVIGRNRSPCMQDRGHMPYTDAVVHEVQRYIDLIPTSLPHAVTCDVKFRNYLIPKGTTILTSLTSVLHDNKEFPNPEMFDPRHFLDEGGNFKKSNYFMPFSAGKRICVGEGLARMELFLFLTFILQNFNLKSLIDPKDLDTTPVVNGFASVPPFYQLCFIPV
CYP2C9 inhib: human CYP2C9 inhibition; P11712; CYP2C9 Supersomes, luciferin-H conversion, luminescence; inhibition, % at 5 µM; 20% of 96,000 active; AID 777;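 active = blocking of liver enzyme CYP2C9 beyond about 50% at 5 µM, limit read from the data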; also: values of inactives mirror those of a sister screen read the other way
Target sequence (P11712 whole entry, looked up): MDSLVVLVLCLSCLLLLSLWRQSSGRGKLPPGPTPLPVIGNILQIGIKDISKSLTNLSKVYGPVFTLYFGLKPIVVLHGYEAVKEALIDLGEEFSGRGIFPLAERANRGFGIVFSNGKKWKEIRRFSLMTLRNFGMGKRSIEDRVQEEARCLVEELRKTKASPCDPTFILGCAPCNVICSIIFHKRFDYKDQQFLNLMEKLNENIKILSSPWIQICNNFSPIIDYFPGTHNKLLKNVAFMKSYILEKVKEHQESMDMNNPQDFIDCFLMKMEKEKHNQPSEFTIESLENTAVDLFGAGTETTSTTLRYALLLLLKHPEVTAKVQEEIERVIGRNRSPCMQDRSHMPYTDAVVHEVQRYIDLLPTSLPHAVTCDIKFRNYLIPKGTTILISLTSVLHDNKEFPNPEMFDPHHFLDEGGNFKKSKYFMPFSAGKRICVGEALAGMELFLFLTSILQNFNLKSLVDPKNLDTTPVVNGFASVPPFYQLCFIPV
E coli WT exp: growth inhibitors of E. coli BW25113 wild type; OD600 absorbance; growth inhibition, % at 100 µM; 0.15% of 98,000 active;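 active = growth inhibition above about 50% at one test dose, limit read from the data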;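 also: growth measured after 20 h incubation at 37 °C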
CYP2C19 inhib: inhibitors of human CYP2C19. CYP2C19 Supersomes, luciferin-H EGE luminescence, 30 min. inhibition, % at 5 µM. 21% of 96,000 active;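 active = CYP2C19 inhibition above a set limit at 5 µM in the primary screen, cut at about 50% in these data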;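 also: plate controls were negative control wells for no effect and 2.5 mM tranylcypromine positive control for full effect; values of inactives mirror those of a sister screen read the other way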
PTK2B oligo ant: antagonists of human Pyk2 oligomerization. Q293 cells, Pyk2 FERM NanoBiT luminescence; hits give low values. Q14289. z-score (the deposit names both 25 µM and 10 µM). AID 1347419. 0.83% of 99,000 active;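 active = Z-score of -3 or lower, scaled per plate to the spread of control and sample wells; inactive = z-score above -3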;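 also: negative z-score means lost luminescence so less FERM oligomerization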
PostGolgi yeast: growth inhibition of a yeast mutant, post-Golgi transport screen | 0.9% of 98,000 active | post-Golgi transport phenotypic cell assay | inhibition, % at 10 µM; in the data active = inhibition above about 30%;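 also: yeast cells grown in 1536-well plates; yeast grown about 18 h at 30C before absorbance read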
EphB4 antag: EphB4-ephrin-B2 interaction antagonism | P54760 | EphB4 LBD / TNYL-RAW-Alexa532 peptide, fluorescence polarization | inhibition, % at 7 µM | 0.15% of 97,000 active | AID 720;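 active = inhibition above the screen-wide mean inhibition plus 3 SD, cut at about 15% in these data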;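 also: 0% = DMSO wells and 100% = excess unlabeled TNYL-RAW peptide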
CYP2C9 activ: activators of human CYP2C9 | P11712 | recombinant CYP2C9, luciferin-H conversion, luminescence; hits give high values; factor 1 = untreated enzyme, 0 = blocked | activation factor at 5 µM | 1.4% of 96,000 active | AID 1024;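 active = activation factor of 2 or more for CYP2C9 at a 5 µM dose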;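 also: 0 = sulfaphenazole-blocked wells and 1 = vehicle-only wells; values of inactives mirror those of a sister screen read the other way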
PLAP act: activates human placental alkaline phosphatase; P05187; purified PLAP enzyme, luminescent substrate read-out; hits give high values; activation fold at 20 µM; 1.2% of 96,000 active; AID 696; in the data active = activation fold above about 2
An asterisk follows results filed as active; x = no result given.

nr	structure	CYP2C19 activ	CYP2C9 inhib	E coli WT exp	CYP2C19 inhib	PTK2B oligo ant
1	C=CCn1c(SCC(=O)NCCC2=CCCCC2)nc2ccc(Cl)cc2c1=O	0.7	56.3*	-11.0	29.4	2.67
2	CCOc1ccc(-n2c(SCC(=O)Nc3cc(C)on3)nnc2-c2c[nH]c3ccccc23)cc1	0.9	39.9	1.0	14.3	-2.4
3	CCc1ccc2c(c1)c(N=NC1=NC(=O)CS1)c(O)n2CC	0.9	18.5	-13.0	11.9	-2.71
4	Cc1ccc2[nH]c3c(c2c1)CN(C(=O)CN1CCN(c2ccccn2)CC1)CC3	0.9	20.9	3.0	11.1	-0.08
5	COC(=O)c1c(NC(=O)CSc2nnc(-c3ccco3)n2Cc2ccccc2)sc(C)c1C	0.8	61.8*	-24.0	18.4	-1.02
6	COc1cc(SC)ccc1C(=O)NCCOc1c(C)cc(C)cc1C	0.8	-0.1	-8.0	19.8	-1.11
7	O=C(Nc1ccc(Cl)cc1)Nc1cccnc1	0.5	27.1	47.0	47.7	0.05
8	Cc1c(N=Cc2ccncc2)c(=O)n(-c2ccccc2)n1C	0.3	-12.7	1.0	65.5*	-0.06
9	O=C(CCn1nnc2ccccc21)N1CCN(c2ccccc2)CC1	0.9	-5.6	2.0	12.6	0.89
10	COc1ccc(S(=O)(=O)c2ccc(O)cc2)cc1	0.3	-182.9	-5.0	70.9*	-0.92

nr	PostGolgi yeast	EphB4 antag	CYP2C9 activ	PLAP act
1	-10.1	2.1	0.4	0.8
2	6.0	0.9	0.6	0.8
3	-7.2	-2.8	0.8	1.1
4	1.5	x	0.8	1.7
5	-10.4	5.2	0.4	1.4
6	-3.9	-2.4	1	1
7	-0.2	8.4	0.7	1.1
8	7.9	-0.2	1.1	1
9	-1.6	x	1.1	0.9
10	-10.0	6.1	2.8*	0.8

(cont.)
nr	structure	CYP2C19 activ	CYP2C9 inhib	E coli WT exp	CYP2C19 inhib	PTK2B oligo ant
11	O=C(Cn1c(-c2ccc(Cl)cc2)noc1=O)N1CCN(c2ccccc2F)CC1	0.9	1.4	3.0	12.6	0.25
12	COc1ccc(-n2c(Cc3cccn3C)nnc2SCC(=O)Nc2ccc3c(c2)OCO3)cc1	1	10.4	-1.0	3.0	x
13	O=C(CSc1nnnn1C1CCCC1)NCc1ccc2c(c1)OCO2	0.6	60.9*	5.0	36.1	0.88
14	COc1cc(C2C(C#N)=C(N)Oc3cc(C)n(CCN4CCOCC4)c(=O)c32)cc(OC)c1OC (stereo not drawn)	x	x	3.0	x	-0.61
15	CCCC1CCC(c2nc(-c3cccnc3)no2)CC1 (stereo not drawn)	0.6	3.5	3.0	42.9	-0.17
16	CN(C)C(=O)c1cc(S(=O)(=O)N(C)C)c(Cl)cc1N1CCCC1	1.1	1.7	1.0	-11.8	1
17	CCc1ccc(Nc2cc(C(=O)NCCCN3CCOCC3)c3ccccc3n2)cc1	0.9	19.3	4.0	5.9	x
18	Cn1c(NC(=O)c2cc(Br)ccc2Cl)cc(=O)n(C)c1=O	0.4	28.9	-4.0	59.4*	x
19	CCOc1ccccc1OCCCOc1ccc(C)cc1Br	0.7	-0.7	4.0	26.2	1.51
20	O=C(CSCCc1ccccn1)Nc1cccnc1	1	-5.2	8.0	-3.2	-0.1

nr	PostGolgi yeast	EphB4 antag	CYP2C9 activ	PLAP act
11	-0.5	1.1	1	0.8
12	3.2	x	0.9	1.6
13	2.0	3.6	0.4	0.8
14	4.7	-1.7	x	x
15	-5.9	1.2	1	1.1
16	4.7	-0.2	1	1.4
17	-0.7	-3.6	0.8	1.5
18	3.1	2.4	0.7	0.9
19	-5.5	-4.2	1	1
20	-0.2	1.6	1.1	1.1

Remaining list, next part:
nr	structure	CYP2C19 activ	CYP2C9 inhib	E coli WT exp	CYP2C19 inhib	PTK2B oligo ant
21	CCOC(=O)c1cnn2c(C)cc(-c3ccc(F)cc3)nc12	0.7	24.5	-11.0	31.4	0.82
22	CCCCNC(=O)CSc1nc2cc(OC)c(OC)cc2c(=O)n1Cc1ccc(OC)cc1	0.7	68.0*	-1.0	34.0	0.59
23	Clc1ccc(NCc2nnc3n2CCCCC3)cc1	0.5	2.2	8.0	54.7*	0.27
24	CCOc1ccc(/C=N/NC(=O)C(C)N(c2ccc(OC)cc2)S(C)(=O)=O)cc1 (stereo not drawn)	0.9	-0.6	4.0	9.0	0.01
25	COc1cc(NC(=O)CN(c2ccc(C)cc2)S(=O)(=O)c2c(C)nn(C)c2C)cc(OC)c1	0.3	53.7*	-1.0	66.3*	-0.59
26	CC(C)N(C(=O)COc1ccc(Br)cc1Cl)C(C)C	0.1	60.4*	-4.0	94.0*	-0.79
27	O=C(CSc1nnc(C2COc3ccccc3O2)o1)N1CCOCC1 (stereo not drawn)	0.7	-3.5	-6.0	27.0	0.5
28	Cc1cc(C)cc(-n2c(O)c(C=NC3CCS(=O)(=O)C3)c3ccccc3c2=O)c1 (stereo not drawn)	1	7.5	-9.0	0.1	-0.09
29	CN(CCNC(=O)C1CCN(S(=O)(=O)c2cnc[nH]2)CC1)Cc1ccccc1	0.6	52.3*	5.0	39.7	-0.43
30	Cc1cc(C)c(NC(=O)c2ccoc2C)c(C)c1	0.9	-5.6	1.0	9.2	0.72

nr	PostGolgi yeast	EphB4 antag	CYP2C9 activ	PLAP act
21	-6.8	-9.3	0.8	1.7
22	2.9	3.4	0.3	1.5
23	2.4	2.2	1	0.9
24	0.8	2.6	1	1.3
25	-0.6	-4.3	0.5	1.5
26	9.9	3.9	0.4	1.4
27	1.3	0.3	1	1.1
28	7.4	-1.0	0.9	1.4
29	-1.0	-9.2	0.5	1.4
30	0.8	-1.0	1.1	1

(more compounds)
nr	structure	CYP2C19 activ	CYP2C9 inhib	E coli WT exp	CYP2C19 inhib	PTK2B oligo ant
31	CC1(C)CC(=O)C=C(Nc2ccccc2F)C1	0.5	17.0	-14.0	49.2	0.43
32	O=C(COc1ccc(S(=O)(=O)NC2CCCCC2)cc1Cl)NCc1cccnc1	0.5	97.6*	6.0	49.6	2.44
33	Cc1ccccc1-n1c(Cn2c(=O)sc3ccccc32)nnc1SCC(N)=O	1.2	-10.1	-1.0	-17.8	x
34	O=C(Nc1cnccn1)C1c2ccccc2Oc2ccccc21	0.9	14.6	-23.0	8.8	0.75
35	CCn1nnnc1SCC(=O)c1cc(OC)ccc1OC	0.1	42.5	-4.0	93.1*	0.06
36	O=C(c1cccnc1)N1CCN(C(=O)c2cccs2)CC1	0.7	3.3	1.0	26.8	0.14
37	Cc1nc2sc(C(c3ccc(Br)cc3)N3CC(C)OC(C)C3)c(O)n2n1 (stereo not drawn)	0.6	-31.8	0.0	42.4	-1.5
38	CCOc1ccc(N2CC(C(=O)Nc3ccc(S(=O)(=O)N4CCOCC4)cc3)CC2=O)cc1 (stereo not drawn)	0.8	57.4*	-12.0	21.6	1.32
39	CCN1C(=O)C(O)(CC(=O)/C=C/C=C/c2ccccc2)c2ccccc21 (stereo not drawn)	0.9	-1.5	4.0	14.0	2.92
40	Cc1csc(NC(=O)CSc2nnc(-c3ccoc3C)n2CCc2ccccc2)n1	0.5	56.6*	9.0	46.8	-1.13

nr	PostGolgi yeast	EphB4 antag	CYP2C9 activ	PLAP act
31	1.9	-10.7	0.8	1.1
32	20.0	-0.1	0	1.7
33	3.4	x	1.1	1.5
34	-2.6	6.9	0.9	0.9
35	-4.4	x	0.6	1.3
36	6.0	2.4	1	0.9
37	-0.3	7.7	1.3	1.5
38	-3.0	-2.9	0.4	1.7
39	-5.8	2.6	1	1.1
40	12.5	-5.8	0.4	1.5

(list continues)
nr	structure	CYP2C19 activ	CYP2C9 inhib	E coli WT exp	CYP2C19 inhib	PTK2B oligo ant
41	CC(C)(C)OC(=O)N1CCCC(C(=O)CC#N)C1 (stereo not drawn)	0.6	66.5*	-4.0	37.2	-0.25
42	CCCCC(=O)Nc1cc(NC(=O)CCCC)cc(C(=O)O)c1	0.9	0.7	1.0	12.2	0.39
43	COc1ccccc1CC(=O)NCC1CCCO1 (stereo not drawn)	1.1	-35.8	-1.0	-12.8	-0.57
44	CC(=O)c1cccc(NC(=O)N2CCCC2C(=O)Nc2ccccc2C)c1 (stereo not drawn)	1	55.7*	4.0	4.3	-0.14
45	COC(=O)CSc1nc(N)nc(C)c1Br	1	-7.4	4.0	-4.2	0.73
46	COc1ccc(S(=O)(=O)NCCSc2ccccc2)cc1OC	0	-138.8	-2.0	97.2*	-1.15
47	O=C(CSc1ncn(-c2ccccc2)n1)Nc1nc2c(s1)CCCC2	0.6	64.0*	-4.0	44.2	-0.34
48	Cc1cc(C)nc(N/N=C/C(Cl)=C/c2ccccc2)n1	1	-5.6	-3.0	1.6	-0.16
49	CSC1=N/C(=C\c2cccc(F)c2)C(=O)S1	1.1	-18.7	7.0	-10.4	3.43
50	CC12CCC(C(=O)Nc3nccs3)(OC1=O)C2(C)C (stereo not drawn)	0.6	1.5	4.0	42.4	-0.08

nr	PostGolgi yeast	EphB4 antag	CYP2C9 activ	PLAP act
41	3.3	-9.0	0.3	1.5
42	8.6	6.7	1	1.1
43	8.7	x	1.4	1.2
44	15.2	-6.1	0.4	0.9
45	1.0	-15.0	1.1	1
46	-2.7	-4.0	2.4*	0.8
47	-1.8	-0.4	0.4	1
48	30.8*	5.5	1.1	0.7
49	-9.8	0.4	1.2	1.1
50	11.6	6.6	1	1.2

Complete entries, quoted from the list. Screens in order: CYP2C19 activ | CYP2C9 inhib | E coli WT exp | CYP2C19 inhib | PTK2B oligo ant | PostGolgi yeast | EphB4 antag | CYP2C9 activ | PLAP act
CC(=O)c1cccc(NC(=O)N2CCCC2C(=O)Nc2ccccc2C)c1 (stereo not drawn) is entered as 1 | 55.7* | 4.0 | 4.3 | -0.14 | 15.2 | -6.1 | 0.4 | 0.9
COc1ccc(S(=O)(=O)NCCSc2ccccc2)cc1OC is entered as 0 | -138.8 | -2.0 | 97.2* | -1.15 | -2.7 | -4.0 | 2.4* | 0.8
COc1ccccc1CC(=O)NCC1CCCO1 (stereo not drawn) is entered as 1.1 | -35.8 | -1.0 | -12.8 | -0.57 | 8.7 | x | 1.4 | 1.2
Cc1cc(C)nc(N/N=C/C(Cl)=C/c2ccccc2)n1 is entered as 1 | -5.6 | -3.0 | 1.6 | -0.16 | 30.8* | 5.5 | 1.1 | 0.7

New compounds follow.
nr	structure	CYP2C19 activ	CYP2C9 inhib	E coli WT exp	CYP2C19 inhib	PTK2B oligo ant
51	CCOC(=O)c1oc2ccccc2c1CSc1nnnn1-c1ccc(OC)cc1	0.8	13.4	-8.0	15.8	0.49
52	CSC1=C(C#N)C(c2ccccc2Cl)C2=C(CCCC2=O)N1 (stereo not drawn)	0.9	30.1	x	5.3	x
53	O=C(Nc1cccc(Cl)c1)N(CCN1CCOCC1)Cc1ccccc1F	0.6	92.5*	22.0	39.6	-0.52
54	Cc1cc(C)n2nc(SCc3nnc(SCc4ccccc4C)s3)nc2n1	0.2	0.3	-21.0	77.1*	-0.15
55	COc1ccc(-c2cnn(C3CCS(=O)(=O)C3)c2N)cc1 (stereo not drawn)	0.9	-0.5	10.0	7.2	-0.32
56	Cc1occc1C(=O)N1CCN(c2ncccn2)CC1	0.9	10.2	8.0	11.5	-0.19
57	COc1ccc(C)cc1NC(=O)CSc1nnc(-c2ccco2)n1Cc1ccco1	0.7	19.8	-6.0	27.0	0.86
58	COc1ccc(C(=O)c2c(C)oc3ccc(O)c(CN4CCOCC4)c23)cc1	0.5	34.4	6.0	49.7	-0.64

nr	PostGolgi yeast	EphB4 antag	CYP2C9 activ	PLAP act
51	2.5	1.1	0.9	1
52	x	x	0.7	0.9
53	0.3	-7.5	0.1	1.3
54	13.6	8.8	1	1.5
55	3.5	2.8	1	0.9
56	3.6	5.4	0.9	1.1
57	-1.9	-6.6	0.8	1.2
58	23.9	-2.0	0.7	1.7
